# High-throughput results from PubChem BioAssay.
# ANO1 block = mouse TMEM16A channel inhibition, primary screen; Q8BHY3; HEK293 TMEM16A/YFP iodide influx fluorescence, ionomycin; normalized B-score (activity score, 25-100; higher = stronger inhibition) at 10 µM; hit rate 1.2% among 310,000; AID 588511;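 active = ratio plate-corrected score three or more library SD toward inhibition, starting fluorescence score within five deviations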;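 note: score derived from kinetic fluorescence span divided by baseline fluorescence per well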
# Target sequence (Q8BHY3 whole entry, looked up): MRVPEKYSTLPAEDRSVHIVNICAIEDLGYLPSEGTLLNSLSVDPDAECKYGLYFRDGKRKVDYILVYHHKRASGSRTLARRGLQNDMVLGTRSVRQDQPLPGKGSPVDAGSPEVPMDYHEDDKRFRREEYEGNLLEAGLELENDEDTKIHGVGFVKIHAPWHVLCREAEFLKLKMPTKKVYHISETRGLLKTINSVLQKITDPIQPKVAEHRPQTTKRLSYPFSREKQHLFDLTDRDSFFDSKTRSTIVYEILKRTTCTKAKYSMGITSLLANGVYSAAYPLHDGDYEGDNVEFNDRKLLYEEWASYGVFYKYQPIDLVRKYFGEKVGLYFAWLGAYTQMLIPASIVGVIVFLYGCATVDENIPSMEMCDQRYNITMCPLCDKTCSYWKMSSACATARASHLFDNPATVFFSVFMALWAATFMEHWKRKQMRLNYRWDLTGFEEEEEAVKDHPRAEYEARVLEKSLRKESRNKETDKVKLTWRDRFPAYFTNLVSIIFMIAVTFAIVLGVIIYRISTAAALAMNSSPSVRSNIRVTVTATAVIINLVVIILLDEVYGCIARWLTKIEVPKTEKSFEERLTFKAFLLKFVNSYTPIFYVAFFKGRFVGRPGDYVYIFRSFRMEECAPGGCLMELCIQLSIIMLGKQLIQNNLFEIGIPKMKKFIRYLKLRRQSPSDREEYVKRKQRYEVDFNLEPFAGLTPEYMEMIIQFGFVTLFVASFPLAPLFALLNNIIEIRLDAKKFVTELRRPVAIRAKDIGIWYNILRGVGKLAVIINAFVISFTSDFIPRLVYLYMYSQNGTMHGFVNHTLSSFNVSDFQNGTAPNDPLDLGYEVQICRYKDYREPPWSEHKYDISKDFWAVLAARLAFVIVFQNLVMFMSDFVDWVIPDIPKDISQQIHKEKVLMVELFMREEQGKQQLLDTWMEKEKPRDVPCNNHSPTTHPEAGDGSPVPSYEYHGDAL
# MrgX1 ag = human MrgX1 receptor agonism, primary screen; Q96LB2; MrgX1-HEK293 cells, Fluo-4 calcium fluorescence, agonist mode; hits give high values; B-score at 10 µM; hit rate 0.44% among 310,000; AID 588627;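 active = calcium response B-score plate-corrected fluorescence ratio at least 3 library SD, with starting fluorescence B-score inside 5 SD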
#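 times = overnight plating, then 30 min 37 °C plus 30 min room-temperature dye loading | assay system = stable human MrgX1 HEK293 cell line | input = fifteen thousand cells per well | signal = kinetic calcium dye fluorescence, Fluo-4 NW | dosing = compound delivered in addition one of three | read-out = B-scored fluorescence response ratio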
# KCNQ1 act = potentiates or activates the human KCNQ1 potassium channel. B-score at 10 µM. CHO-K1 KCNQ1, thallium flux FluxOR fluorescence; hits give high values. P51787. hit rate 0.35% among 310,000;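 active = fluorescence ratio B-score, a plate-corrected score, at least three library SD, with initial intensity B-score within 5 SD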
#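 Doses: Single concentration per compound, DMSO matched to controls | Test system: KCNQ1-transfected CHO-K1 cells | Timing: 90 min dye loading and 20 min compound exposure, both at room temperature | Measured by: Kinetic FluxOR thallium fluorescence, 10-s 1-Hz baseline, 110-s post-stimulus read | Medium: Assay buffer with matched DMSO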
# KCNK3 inh = human KCNK3 channel inhibition, primary screen; O14649; CHO-KCNK3 thallium flux, FluxOR fluorescence; hits give low values; B-score at 10 µM; hit rate 0.84% among 340,000; AID 602410;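 active = B-score under library mean minus 4 SD, starting fluorescence ratio at most library mean plus 5 SD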;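 note: more negative B-score means stronger inhibition of thallium flux through KCNK3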
# RGS4 inh = inhibitors of human RGS4 | HEK293 M3R/RGS4 inducible, Fluo-4 calcium flux; hits give high values; triggered by carbachol at its EC20 | B-score at 10 µM | hit rate 0.45% among 310,000 | P49798 | AID 463165;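 active = B-score, a plate-corrected calcium signal, over three deviations above library mean, with baseline fluorescence within five deviations of library mean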;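 note: RGS4 expression induced by doxycycline in cells with stable M3 receptor; B-score is computed from the integrated fluorescence ratio over baseline after carbachol; higher B-score means a larger calcium signal and so more RGS4 inhibition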
# hERG protect = compounds protecting human hERG from proarrhythmic drug block; AID 1511; activation (rescue from dofetilide block), less the hit threshold, % at 10 µM; CHO-hERG, FluxOR thallium flux, dofetilide IC70 present; hit rate 0.51% among 310,000; Q12809;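 active = activation above the mean of controls blocked by dofetilide plus 5 SD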;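 note: thallium influx through hERG after potassium depolarization seen as dye fluorescence rise; in these data hits start at about 4.7%; inactives centre near -7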
# RGS4 act = potentiators or activators of RGS4 | HEK293 M3R/inducible RGS4, carbachol calcium flux Fluo4; hits give low values | B-score at 10 µM | hit rate 0.92% among 310,000 | AID 463111;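 active = B-score of the integrated calcium signal more than 4 SD below the library mean, with starting fluorescence not abnormally high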;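 note: negative B-score means reduced calcium response which marks RGS4 activation or potentiation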
#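 Assay system: Inducible-RGS4 HEK293 cells carrying M3 receptor | Schedule: Compound preincubation 20 min at room temperature before agonist | Signal: Kinetic calcium fluorescence imaging with Fluo4-AM dye, 2 µM | Read-out basis: B score from integrated fluorescence ratio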
# KCNK9 block = human KCNK9 channel inhibition; Q9NPC2; HEK293 KCNK9, FluxOR thallium flux fluorescence; hits give low values; B-score at 10 µM; hit rate 1.2% among 310,000;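 active = ratio B-score over 3 SD below the library mean, with starting fluorescence within 5 SD of its mean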;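 note: negative B-score means less thallium flux so channel inhibition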
# KCNQ1 inh = blocks the human KCNQ1 potassium channel; B-score at 10 µM; P51787; AID 2642; CHO-K1 KCNQ1, FluxOR thallium flux fluorescence; hits give high values; hit rate 1.3% among 310,000;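 active = compounds whose thallium flux B-score, printed positive for inhibition, exceeds three library SD while starting fluorescence stays within three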;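 note: channel opened by potassium depolarization with thallium stimulus after 20 min compound exposure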
# MrgX1 allo act = allosterically activates human MrgX1 receptor signaling; MrgX1-HEK293, Fluo-4 calcium flux, FDSS; hits give high values; Q96LB2; hit rate 0.63% among 310,000; AID 588675; B-score at 10 µM;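 active = plate-corrected calcium response at least 3 library SD above typical, normal starting fluorescence, not activating the receptor alone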;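 note: compound read alongside a low EC10 to EC30 dose of BAM8-22 agonist; peak minus trough fluorescence over baseline measured at the second addition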
# ANO1 activ = activates or potentiates the mouse TMEM16A chloride channel | HEK293 TMEM16A/YFP-H148Q/I152L, iodide quench fluorescence; hits give low values | B-score at 10 µM | Q8BHY3 | AID 623877 | hit rate 0.3% among 340,000;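 active = fluorescence-ratio B-score plate-corrected deviation score at least 3 library SD below zero, with starting fluorescence score within 5 deviations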;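 note: channel opened by trigger with iodide after compound preincubation; score built on the fluorescence ratio of max minus min over baseline; more negative score means more quench and so TMEM16A activation or potentiation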
# * marks the source's active call; other numbers are inactive results; i = inactive; · = no result given.
nr	Molecule	RGS4 inh	KCNK3 inh	hERG protect	MrgX1 allo act	RGS4 act	ANO1 block	KCNQ1 act	MrgX1 ag	ANO1 activ	KCNQ1 inh	KCNK9 block
1	O=C(Nc1ccc(C2CC2(Cl)Cl)cc1)c1cccc([N+](=O)[O-])c1 (centres undefined)	i	i	-2	i	i	i	i	i	i	i	i
2	Cc1ccc(C)c(NC(=O)CSc2nnc([C@@H](N)Cc3ccccc3)o2)c1	i	i	-12	i	i	i	i	i	i	i	i
3	COc1cccc(NC(=O)c2ccc(-c3ccccc3[N+](=O)[O-])o2)c1	i	i	-16	i	i	i	i	i	i	i	i
4	C=CCn1c(SCc2ccccc2)nc(O)cc1=O	i	i	-6	i	i	i	i	i	i	i	i
5	O=C1CC(C(=O)O)S/C(=N\NC(=O)c2ccccc2)N1 (centres undefined)	i	i	-8	i	i	i	i	i	i	i	i
6	FC(F)(F)c1cc(-c2ccccc2)nc2nc(N3CCOCC3)sc12	i	i	-4	i	i	i	i	i	i	i	i
7	Cc1ccccc1C(=O)N1CCC(C(=O)NC(C)c2ccc(-n3ccnc3)cc2)CC1 (centres undefined)	i	i	-13	i	i	i	i	i	i	i	i
8	COc1ccc(C(NC=O)c2cc(OC)c(OC)cc2Br)cc1OC (centres undefined)	i	i	-2	i	i	i	i	i	i	i	i
9	CCN(CC)S(=O)(=O)c1ccc(N2CCOCC2)c(NC(=O)c2cccc3c(=O)c(C)c(-c4ccccc4)oc23)c1	i	i	-8	i	i	i	i	i	i	i	i
10	COc1ccc(/C=N/NC(=O)Cn2cnc3ccccc3c2=O)cc1OC	i	i	-8	i	i	i	i	i	i	i	i
11	CC1Cc2cc(S(=O)(=O)N3CCC(C(=O)NCc4ccco4)CC3)ccc2N1C(=O)C1CCC1 (centres undefined)	i	i	-10	i	i	i	i	i	i	i	i
12	COc1ccc(OCC(=O)NNc2nc3ccccc3s2)cc1	i	i	-9	i	i	i	i	i	i	i	i
13	O=C(c1cccs1)n1nc(NCc2ccccc2)nc1NCc1ccccc1	i	i	-16	i	i	i	i	i	i	i	i
14	O=C(CCSc1ccc(Cl)cc1)Nc1cccnc1	i	i	-3	i	i	i	i	i	i	i	i
15	CCOc1ccc(Oc2ccccc2NC(=O)CN2C(=O)NC3(CCCC3)C2=O)cc1	i	i	-12	i	i	i	i	i	i	i	i
16	Cc1ccc(NS(=O)(=O)c2ccc3c(c2)n(C)c(=O)n3C)c(C)c1	i	i	-6	i	i	i	i	i	i	i	i
17	CCOC(=O)CSc1nnc(NC(=O)c2cccc([N+](=O)[O-])c2)s1	i	i	-5	i	i	i	i	i	i	i	i
18	CN(C)C(=C(C#N)C#N)N1CCN(c2ccc(Cl)c(Cl)c2)CC1	i	i	-3	i	i	i	i	i	i	i	i
19	CCOC(=O)c1c(-c2ccccc2)csc1NC(=O)C(C)NCCCN1CCOCC1 (centres undefined)	i	i	-1	i	i	i	i	i	i	i	i
20	Cc1ccc(CNC(=O)c2ccc(CNS(=O)(=O)c3ccc4c(c3)C(C)(C)C(=O)N4C)cc2)o1	i	i	-7	i	i	i	i	i	i	i	i
21	CCN(CC)c1ccc(C2CC(=O)NC3=C2C(=O)CC(C)(C)C3)cc1 (centres undefined)	i	i	-5	i	i	i	i	i	i	i	i
22	O=C(C1CCOCC1)N1CCCC(N2CCN(c3cccc(C(F)(F)F)c3)CC2)C1 (centres undefined)	i	i	-6	i	i	i	i	i	i	i	i
23	C=CCOc1cccc(C(=O)/C=C2/C(=O)Nc3ccccc32)c1	5.8*	i	-4	i	i	i	i	i	i	i	i
24	COc1ccc(Cl)cc1NC(=O)NCC1CCN(C(=O)OC(C)(C)C)CC1	i	i	-9	i	i	i	i	i	i	i	i
25	O=C(NCc1cccs1)c1ccc2ccccc2n1	i	i	-6	i	i	i	i	i	i	i	i
26	CCCOc1ccc(C(=O)N/N=C/c2c[nH]c3ccc(Br)cc23)cc1	i	i	-8	i	i	i	i	i	i	i	i
27	Cn1cnnc1SCc1nnc(-c2ccccc2Br)o1	i	i	-16	i	i	i	i	i	i	i	i
28	CC(O)CNc1nc2c(c(=O)n(C)c(=O)n2C)n1CCc1ccccc1 (centres undefined)	i	i	-2	i	i	i	i	i	i	i	i
29	CCCn1c(=O)[nH]c(=O)c2c1nc(-c1ccccc1)n2CCN1CCOCC1	·	i	·	i	·	i	·	i	i	·	·
30	CCOc1ccc(CN2CCN(Cc3cnc(N4CCOCC4)s3)CC2CCO)cc1 (centres undefined)	i	i	-11	i	i	i	i	i	i	i	i
31	CCn1c(CC(=O)Nc2ccc(F)cc2)nnc1SCC(=O)NC1=NCCS1	i	i	-15	i	i	i	i	i	i	i	i
32	COc1ccc(C(C(=O)NC2CCCC2)N(CCC(C)C)C(=O)CCC(=O)Nc2cc(C)on2)cc1 (centres undefined)	i	i	-6	i	i	i	i	i	i	i	i
33	Cc1n[nH]c(C)c1CNCc1c(C(=O)N2CCCCCCC2)nc2ccc(Cl)cn12	i	i	-7	i	i	i	i	i	i	i	i
34	C=CCSc1nnc(-c2ccccc2NC(=O)CC)c(=O)[nH]1	i	i	-6	i	i	i	i	i	i	i	i
35	C=CCN=C(NC#N)SCC(=O)c1cccc(OC)c1	i	i	-4	i	i	25*	i	i	i	i	i
36	Cc1ccc(NC(=O)c2cc([N+](=O)[O-])ccc2N2CCOCC2)cc1S(=O)(=O)N1CCOCC1	i	i	-9	i	i	i	i	i	i	i	i
37	O=C(O)C1C2C=CC(O2)C1C(=O)Nc1ccccc1C(F)(F)F (centres undefined)	i	i	-3	i	i	i	i	i	i	i	i
38	Nc1ccc(-c2nc3nc(N)nc(N)c3nc2-c2ccc(N)cc2)cc1	i	i	-11	i	i	i	i	i	i	i	i
39	O=C(O)c1ccc(NC(=O)c2ccc3c(c2)C(=O)N(c2ccccc2)C3=O)cc1	i	i	-2	i	i	i	i	i	i	i	i
40	COc1ccccc1CNC(=O)CSc1nnc2c(n1)[nH]c1ccc(F)cc12	i	i	-6	i	i	i	i	i	i	i	i
41	CCOC(=O)Cn1c(CN2CCN(C(=O)c3ccco3)CC2)nc2c1c(=O)n(C)c(=O)n2C	i	i	-5	i	i	i	i	i	i	i	i
42	O=C1CSC(c2ccccc2)N1c1nc(-c2ccc(Cl)cc2Cl)cs1 (centres undefined)	i	i	-6	i	i	i	i	i	i	i	i
43	O=C(NC1CC1)C1CC(=O)N(c2ccccc2)C1 (centres undefined)	i	i	-4	i	i	i	i	i	i	i	i
44	N#Cc1c(N2CCCCC2)nc(N)c2c(N)nc(SCC(=O)O)cc12	i	i	-17	i	i	i	i	i	i	i	i
45	CN(c1ccccc1C(=O)Nc1ccc(S(=O)(=O)N2CCCC2)cc1)S(C)(=O)=O	i	i	2	i	i	i	i	i	i	i	i
46	COc1ccc(/C=N/n2c(N)nc(-c3ccccc3)c2-c2ccccc2)cc1	i	i	-40	i	i	i	i	i	i	i	i
47	COC(=O)N/N=C\c1ccc(OC/C=C/c2ccccc2)cc1	i	i	-5	i	i	i	i	i	i	i	i
48	CC(C)Cc1ccccc1O	i	·	-4	i	i	i	i	i	·	i	i
49	O=C(O)CN1C(=O)/C(=C\c2cccc(OCc3ccc(Cl)cc3)c2)SC1=S	i	i	-11	i	i	i	i	i	i	i	i
50	CCN1CCN(C(CNS(=O)(=O)c2ccc(F)cc2)c2cccnc2)CC1 (centres undefined)	i	i	-7	i	i	i	i	i	i	i	i

# Next records follow.
nr	Molecule	RGS4 inh	KCNK3 inh	hERG protect	MrgX1 allo act	RGS4 act	ANO1 block	KCNQ1 act	MrgX1 ag	ANO1 activ	KCNQ1 inh	KCNK9 block
51	Cc1noc(/C=C/NCc2cccnc2)c1S(=O)(=O)N(C)CC(=O)N1CCc2ccccc21	i	i	-13	i	i	i	i	i	i	i	i
52	COc1ccc(-c2csc3nc(-c4ccccc4OC)oc(=O)c23)cc1	i	i	-9	i	i	i	i	i	i	i	-11*
53	COc1ccccc1N1N=C(c2ccc([N+](=O)[O-])cc2)CC1c1ccccc1 (centres undefined)	i	i	-14	i	i	i	i	i	i	12*	i
54	Cc1nnc(SCC(=O)NCCc2ccccc2)s1	i	i	-6	i	i	i	i	i	i	i	i
55	COC(=O)CNC(=O)Cc1c(F)cccc1Cl	i	i	-10	i	i	i	i	i	i	i	i
56	CN(C)c1ccc(P(=O)(Nc2ccc([N+](=O)[O-])cc2)N2CCOCC2)c(NC(=O)c2cccs2)c1 (centres undefined)	i	i	-1	i	i	i	i	i	i	i	i
57	O=c1[nH]c(=S)ccn1C1OC(CO)C(O)C1O (centres undefined)	i	i	-7	i	i	i	i	i	i	i	i
58	CCCCN(C)CCNC(=O)c1cc2c(-c3cccc(OC)c3)nn(C)c2s1	i	i	-7	i	i	i	i	i	i	i	i
59	O=C(c1cccs1)N1CCN=C1SCc1cccnc1	i	i	-3	i	i	i	i	i	·	i	i
60	COC(=O)c1nnn(-c2nc(N3CCOCC3)nc(N3CCOCC3)n2)c1C	i	i	-16	i	i	i	i	i	i	i	i
61	Cc1ccc(Nc2cc(=O)[nH]c(=O)[nH]2)cc1C	i	i	-3	i	i	i	i	i	i	i	i
62	CC(C)c1onc(C(=O)NCCc2ccccc2)c1[N+](=O)[O-]	i	i	-11	i	i	i	i	i	i	i	i
63	O=C(CSc1ccccn1)N1CCN(C(=O)CSc2ccccn2)CC1	i	i	-1	i	i	i	i	i	i	i	i
64	CCOC(=O)c1cnc(-c2ccccc2)nc1Oc1cccc(Cl)c1	i	i	-8	i	i	i	i	i	i	i	i
65	CCOc1ccc(/C=N/N2CCN(Cc3ccccc3)CC2)cc1	i	i	-3	i	i	i	i	i	i	i	i
66	Cc1cc(=O)oc2cc(OCC(=O)OCC(=O)Nc3ccccc3Br)ccc12	i	i	-5	i	i	i	i	i	i	i	i
